VP16 counter – Gal4-VP16 reporter inhibition counter-screen | Drosophila S2 Gal4-VP16 UAS-luciferase, luminescence, 20 h | Potency, µM (top dose mostly 53.6 µM), for inactives: at the highest dose activity, negative = inhibition, actives largely listed as inhibitors | 310,000 tested, 3.5% active | AID 2546;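 also: Gal4-VP16 expression switched on by copper sulfate through the metallothionein promoter; potency is read from the fitted curve at half-maximal effect; % is scaled to controls: 0 for no effect and ±100 for the full control effect; nearly all actives have a fitted effect of over 50% in size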
RORg inh – inhibitors of mouse ROR gamma transcriptional activity; P51450; Drosophila S2 Gal4-RORgamma UAS-luciferase reporter, 20 h; AID 2551; 310,000 tested, 5.4% active; Potency, µM (titrated, usually from 53.6 µM), without a hit: top-dose activity change, negative = inhibition, hits mostly inhibitors; also: potency is read from the fitted curve at half-maximal effect; % is scaled to controls: 0 for no effect and ±100 for the full control effect; nearly all actives have a fitted effect of over 60% in size
Target sequence (P51450 whole entry, looked up, the tested form may be a part): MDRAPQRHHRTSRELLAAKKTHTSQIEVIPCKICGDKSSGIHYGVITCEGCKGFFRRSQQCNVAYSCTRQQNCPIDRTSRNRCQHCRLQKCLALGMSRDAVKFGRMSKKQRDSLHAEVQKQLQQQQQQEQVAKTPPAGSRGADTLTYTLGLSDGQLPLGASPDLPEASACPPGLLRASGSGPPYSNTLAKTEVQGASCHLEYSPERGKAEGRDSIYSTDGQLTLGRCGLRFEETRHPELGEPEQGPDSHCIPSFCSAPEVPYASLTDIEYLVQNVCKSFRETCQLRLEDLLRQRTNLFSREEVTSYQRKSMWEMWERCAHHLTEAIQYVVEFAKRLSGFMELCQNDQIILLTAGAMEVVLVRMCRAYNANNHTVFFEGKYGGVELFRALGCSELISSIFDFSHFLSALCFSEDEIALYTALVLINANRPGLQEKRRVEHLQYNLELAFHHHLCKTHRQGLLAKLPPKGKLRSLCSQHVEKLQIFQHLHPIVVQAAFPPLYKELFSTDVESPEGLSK
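Luciferase reporter read in Schneider cells carrying Gal4-RORγ (mouse) and UAS-Photinus luciferase; cells given compound 1 h before 700 uM copper sulfate induction, then incubated 20 h at ambient temperature.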
NPC1 prom act – activates the NPC1 promoter | Potency, µM (series often up to 9.22 µM), for inactives: top-dose activation, hits mostly activators | Huh7 NPC1 promoter luciferase reporter, 24 h | 320,000 tested, 2.4% active;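 also: potency is read from the fitted curve at half-maximal effect; % of control where 0% means no effect; nearly all actives have a fitted effect of over 60% in size; reporter is driven by a mutant NPC1 promoter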
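Luciferase expression driven by the NPC1 promoter was measured in stably transfected Huh7 cells after a 24 h compound incubation, using a luciferase reagent and a luminescence read.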
FBPA coupling cs – counter-screen for Giardia aldolase inhibitors: coupling enzyme system | coupling enzyme system counterscreen, AmpLite Red fluorescence | activity change, negative = inhibition, % at 58.2 µM, hits read low | 290,000 tested, 0.67% active | AID 2472; in the data active = activity change below about -30%; also: % is scaled to controls: 0 for no effect and ±100 for the full control effect
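Counterscreen lacking aldolase: glyceraldehyde-3-phosphate coupling-enzyme reagent preincubated 10 min at RT with compound (at 57.5 uM final), then substrate/coupling system with AmpLite Red added; fluorescence read at 525/598 nm after 20 min RT.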
ELG1 genotox – inducers of genotoxicity in HEK293T ELG1-luciferase cells; HEK293T ELG1-luciferase reporter, luminescence, 16 h; Potency, µM (series often up to 46 µM), for inactives: at the top dose activity change, positive = activation, most hits filed as activators; 330,000 tested, 1.3% active; also: potency is read from the fitted curve at half-maximal effect; % of control where 0% means no effect; nearly all actives have a fitted effect of over 60% in size
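Luminescence read-out: rising ELG1-luciferase signal, reflecting elevated ELG1 protein under genetic stress, flags genotoxic compounds. Cells were treated for 16 hr at 37 °C before ONE-Glo detection.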
uPA surface inh – blocks generation of uPA at the cell surface. cell surface uPA generation assay, qHTS. Potency, µM (series often up to 38.3 µM), for inactives: at the top dose activity change, negative = inhibition, hits mostly inhibitors. 330,000 tested, 0.31% active. AID 540303; active = well fitted inhibition curve with a large enough effect; inconclusive = small, poorly fitted or top-dose-only effect; inactive = no such curve, though single readings can be large or run the other way; tested in mouse RAW 264.7 cells; also: potency is read from the fitted curve at half-maximal effect; % is scaled to controls: 0 for no effect and ±100 for the full control effect; nearly all actives have a fitted effect of over 55% in size
Rab9 promoter act – activates the Rab9 promoter | Huh7 Rab9 promoter-luciferase reporter, luminescence, 24 h | Potency, µM (doses to about 9.22 µM), for inactives: top-dose activation, negative = inhibition, most hits filed as activators | 320,000 tested, 2.8% active | AID 485297; also: potency is read from the fitted curve at half-maximal effect; % of control where 0% means no effect; nearly all actives have a fitted effect of over 60% in size
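Cell-based reporter: Huh7 stable for Rab9 promoter-driven luciferase, plated in reduced-serum medium with 10% FBS at 1500 cells/well, compound-treated 24 h at 37 °C, luminescence read after 10 min reagent.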
Tb PFK inh – blocks T. brucei phosphofructokinase; O15648; T. brucei PFK, ADP-Glo luminescence; Potency, µM (highest dose often 57.5 µM), for the others: at the highest dose activity, negative = inhibition, usual class: inhibitors; 330,000 tested, 0.17% active; AID 485367;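 also: potency is read from the fitted curve at half-maximal effect; 0% = uninhibited 1x PFK enzyme wells and -100% = no-enzyme wells; nearly all actives have a fitted effect of over 60% in size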
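1.25 nM PFK with 0.5 mM F6P and 0.1 mM ATP in 0.1 M TEA pH 8.0, 5 mM MgCl2, incubated 45 min at room temperature; ADP measured by ADP-Glo luminescence; compounds titrated up to 57 uM.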
Giardia kill – Giardia lamblia killing; activity change, % at 7.66 µM, hits read low; 340,000 tested, 0.15% active; Giardia lamblia trophozoite viability; in the data active = activity change below about -80%; inconclusive = between about -30% and that limit;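 also: parasites exposed to compound for two days anaerobically before the ATP read; % is scaled to controls: 0 for no effect and ±100 for the full control effect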
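Luminescent ATP signal served as the viability read-out, measured 15-30 min after adding ATP detection reagent to trophozoites that had been incubated with compounds for 48 hrs at 37 deg C anaerobically at 100 cells/well.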
KCNH2 3.1 block – blocks the human KCNH2 3.1 channel isoform; U2OS KCNH2 3.1, thallium flux FluxOr; stronger effect = lower value; activity change, % (tested at about 1.8 µM); 340,000 tested, 0.95% active;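 active = maximum activity change below -70%; inconclusive = maximum activity change from -70% to -50%; inactive = maximum activity change above -50%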;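 also: thallium influx rate constant from kinetic fluorescence after stimulation buffer; % is scaled to controls: 0 for no effect and ±100 for the full control effect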
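U2OS cells transduced with KCNH2 3.1 mutant virus (1.77 x 10^8 /mL, 4 h), plated overnight at 37 C, loaded 45 min with FluxOr dye plus Red40 quencher. Thallium flux rate constant from kinetic reads after stimulation buffer, normalised to controls.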
FLuc counter – counter-screen for miR-21 project: firefly luciferase inhibitors or activators. P08659. purified FLuc, Km substrates, luminescence inhibition. Potency, µM (titrated, usually from 57.5 µM), inactives show at the top dose activity change, negative = inhibition, most hits filed as inhibitors. 360,000 tested, 6.9% active;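 also: potency is read from the fitted curve at half-maximal effect; plate controls were vehicle for no effect and reference inhibitor for full effect; nearly all actives have a fitted effect of over 55% in size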
Target sequence (P08659 whole entry, looked up): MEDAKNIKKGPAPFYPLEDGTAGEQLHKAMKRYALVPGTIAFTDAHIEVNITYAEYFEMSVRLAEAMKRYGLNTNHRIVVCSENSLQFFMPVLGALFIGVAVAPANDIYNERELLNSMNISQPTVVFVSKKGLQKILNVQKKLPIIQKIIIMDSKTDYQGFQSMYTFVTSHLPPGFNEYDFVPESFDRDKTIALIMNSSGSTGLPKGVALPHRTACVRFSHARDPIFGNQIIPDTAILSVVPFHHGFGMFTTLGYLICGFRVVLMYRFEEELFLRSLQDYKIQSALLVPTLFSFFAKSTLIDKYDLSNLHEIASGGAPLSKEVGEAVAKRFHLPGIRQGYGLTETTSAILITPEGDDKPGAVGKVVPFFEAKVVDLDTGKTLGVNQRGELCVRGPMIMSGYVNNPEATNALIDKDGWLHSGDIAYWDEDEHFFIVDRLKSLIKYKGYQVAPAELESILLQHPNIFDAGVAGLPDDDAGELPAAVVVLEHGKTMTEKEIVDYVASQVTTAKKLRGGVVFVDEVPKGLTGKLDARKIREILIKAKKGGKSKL
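Biochemical qHTS of compounds, final roughly 60 µM downward over six points, against 10 nM purified firefly luciferase using Km concentrations of substrates (10 uM D-luciferin, 10 uM ATP) in Tris acetate pH 7.5 buffer; luminescence output.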
The depositor's hits bear a star; ? = inconclusive; · = not tested or not shown; & = joins results of further samples; [ ] = dose if it differs, or a comment. Unless noted, calls follow the shape of the dose curve; as a rule, active = well fitted curve in the direction sought with a large enough effect; inconclusive = small, poorly fitted or top-dose-only effect, or another doubt; inactive = no such curve, though single readings can be large; an effect the other way counts as inactive or inconclusive.

Values run as follows: VP16 counter | RORg inh | NPC1 prom act | FBPA coupling cs | ELG1 genotox | uPA surface inh | Rab9 promoter act | Tb PFK inh | Giardia kill | KCNH2 3.1 block | FLuc counter
N#Cc1c(Cl)nc(-c2ccncc2)nc1-c1ccccc1
→ 1% | -8% | -2% | -1 | -1% | -3% | 0% | -3% | -2 | 9 | -3%
O=C(NCN1C(=O)C2C3C=CC(C3)C2C1=O)Nc1nccs1 (stereo not given)
→ 2% | -10% | -4% | 1 | -2% | 1% | 0% | -1% | ? | 8 | 5%
COc1ccc(-n2nnnc2SCC(=O)Nc2cccc(O)c2)cc1
→ -10% | 3%[1.91 µM] | -4% | 0 | -5% | 6% | 0% | -4% | 6 | -14 | 5%
Cc1cc(NC(=O)C2C3C(=O)N(Cc4ccc(Cl)cc4)C(C(=O)NCc4ccccc4)C34C=CC2(C)O4)no1 (stereo not given)
→ 4% | -3% | 3% | 2 | -6% | -4% | 0% | -2% | -10 | -7 | 0%
O=C(c1ccccc1)c1ccc2ccccc2n1
→ 4% | 29% | 18% | 2 | 17% | 0% | 19% | 1% | 9 | -14 | ?
O=C(/C=C/N1CCN(Cc2ccccc2)CC1)C(F)(F)F
→ -7% | 14% | 0% | 2 | -1% | 0% | 2% | -2% | -12 | 18 | -2%
CCC(C)(C)NC(=O)C1CCN(c2nc(OC)nc(OC)n2)CC1
→ -9%[10 µM] | 19% | -3% | 2 | -2% | 13% | -4% | 2% | -19 | 2 | -1%
CSc1nc2ccc(S(N)(=O)=O)cc2s1
→ -10% | -1% | 0% | 0 | 2% | 3% | 1% | 0% | -18 | 6 | 2%
CCOC(=O)C1(Cc2ccccc2)CCN(Cc2ccc3cc(NC(C)=O)ccc3n2)CC1
→ -7% | -9% | 0% | -6 | -6% | -1% | 10% | -2% | -6 | -13 | 5%
NC(=O)C1CC(=O)N(c2ccc(OCC(=O)Nc3cccc(C(F)(F)F)c3)cc2)C1 (stereo not given)
→ -2% | 13% | 1% | -1 | 3% | 0% | -1% | 2% | -8 | 7 | 2%
CN(C)S(=O)(=O)c1cccc(NC(=S)Nc2ccc(Cl)cc2Cl)c1
→ ? | 20µM* | -4% | -12 | -8% | 6% | 2% | 2% | 8 | -1 | 7%
C(=N\n1cnnc1)/c1ccc2ncccc2c1
→ 5% | -1% | -6% | 3 | 0% | 1% | 4% | 0% | -6 | -2 | 3%
Cc1nc2ccccc2c(=O)n1/N=C/c1ccncc1
→ · | -15%[0.365 µM] | 0% | 1 | 4% | -1% | -2% | -2% | 4 | 5 | 0%
C=CCn1cccc(C(=O)Nc2ccc(OCC)cc2)c1=O
→ 6% | 33% | ? | -2 | 16% | -3% | ? | -7% | -4 | -3 | 17µM*
Cc1ccc2c(CSc3nncs3)cc(=O)oc2c1
→ -6% | -14% | -4% | 2 | 9% | -12% | -9% | -1% | 3 | 3 | ?
CS(=O)(=O)c1ccccc1-c1nc(-c2cccc(Cl)c2)no1
→ -3% | 9% | 0% | 4 | 7% | -3% | ? | 0% | 2 | 0 | ?
Cc1nnc(SCC(=O)Nc2sccc2C#N)s1
→ 8% | -2% | 3% | · | 19% | 1% | 0% | -3% | -15 | 12 | -18%
O=C1CC(=O)N(CCNc2ncc(C(F)(F)F)cc2Cl)C(=O)N1
→ -4% | 24% | -5% | 10 | -1% | 8% | -3% | -6% | 2 | 9 | -11%
Cc1ccc(-c2cc(C(=O)OCn3nnc4ccccc4c3=O)c3ccccc3n2)cc1
→ ? | -5% | 1% | 1 | 6% | 1% | 21% | -4% | -2 | -16 | ?
CCOC(=O)Nc1ccc(OC)c([N+](=O)[O-])c1
→ 20% | 40% | -2% | 1 | 2% | -1% | 5% | -2% | 27 | 18 | -8%
O=C(c1nc2ccccn2c1CNCC1OCCc2ccccc21)N1CCOCC1 (stereo not given)
→ -11% | -5% | -3% | 3 | -2% | 0% | -2% | 4% | -30 | -4 | 5%
O=c1c2c3nc4ccccc4nc3n(/N=C/c3ccco3)c2ncn1CCC1=CCCCC1
→ -1% | 37% | 18% | 0 | -13% | 13% | 13% | -3% | 10 | 3 | -2%
CCOC(=O)C1CCN(C(=O)CCn2c(=O)[nH]c3ccsc3c2=O)CC1
→ -2% | -13% | -4% | 0 | 0% | -6% | -2% | 0% | -8 | 6 | 3%
CCOC(=O)/C(=C/c1cn(C)c2ccccc12)NC(=O)c1ccccc1
→ 3% | -40% | 12% | -4 | -2% | 4% | 5% | -2% | -12 | 17 | -8%
COc1ccccc1N1CCN(C(=O)CSc2nnc(NC(=O)C3CCC3)s2)CC1
→ -13% | -2% | -3% | -1 | -11% | 3% | 1% | -8% | -8 | 6 | 1%
CCOC(=O)C1=C(CC)Nc2ccccc2N=C1NC(=O)c1cc(S(=O)(=O)N(C)C)ccc1Cl
→ 7% | 21% | 0% | 1 | 2% | -9% | 1% | -5% | -20 | -1 | -1%
Cc1ccc(-c2cnc3c(Cl)c(C)nn3c2)cc1
→ ? | 4% | ? | 1 | ? | -1% | 0.45µM* | -7% | -11 | 8 | 1.3µM*
CN(C)c1ccc(C(=O)NC2CCCc3ccccc32)cc1 (stereo not given)
→ -6% | 2% | -5% | -1 | ? | -8% | 26% | 0% | -18 | · | ?
CCc1ccc(OCCCC(=O)NCc2ccco2)cc1
→ ? | ? | 3% | 3 | 2% | 8% | -1% | 0% | 6 | -8 | ?
CCn1c(SCC(=O)N2CCCc3ccccc32)nc2cccnc21
→ -2% | -12% | -9% | 1 | -15% | 10% | -7%[1.84 µM] | -21% | -2 | -4 | 1%
O=C(O)c1cccc(-n2cc(-c3cccc(C(F)(F)F)c3)cn2)c1
→ ? | 9% | 0.32µM* | 5 | ? | 8% | 0.35µM* | 14% | 19 | 0 | 1.2µM*
c1ccc(C(NCc2cccnc2)(c2ccccc2)c2ccccc2)cc1
→ 0% | -31% | -15%[46.1 µM] | 3 | · | · | -22%[46.1 µM] | · | · | · | ·
C[C@@H](C(=O)Nc1nc2ccccc2s1)N1C(=O)C2CC=CCC2C1=O (stereo not given in full)
→ -8% | 29% | -4% | -1 | 3% | 0% | -3% | 3% | -13 | 2 | -17%
CS(=O)(=O)c1cnc(-c2cccnc2)nc1N
→ 2% | 1% | -2% | 9 | 4% | 3% | -5% | 0% | 19 | -13 | -1%
Cc1cc(C)c2nc(N3CCOCC3)c(C#N)cc2c1
→ 28% | -14% | -1% | -6 | -2% | 5% | -1% | 1% | 3 | 8 | ?
O=CN1CCN(C(C(=O)NC2CCCC2)c2cc3c(cc2[N+](=O)[O-])OCO3)CC1 (stereo not given)
→ -6% | 14% | -2% | -6 | 1% | 3% | 8% | -4% | -14 | 0 | 3%
CCc1cc(C(=O)N2CCCC(C(=O)c3ccc(Cl)cc3)C2)no1 (stereo not given)
→ 2% | 10% | 2% | 1 | -1% | -5% | -3% | -6% | -20 | 1 | 4%
COc1cccc(C(=O)Nc2ccc(N3CCCC3)cc2)c1
→ -4% | 8% | 0.89µM* | -3 | ? | -11% | 1.1µM* | -9% | -4 | · | 4.3µM*
CC1(C)C(C(=O)OCC(Cl)(Cl)Cl)N2C(=O)C(NC(=O)Cc3ccccc3)C2S1=O (stereo not given)
→ 2% | 8% | 3% | -1 | -2% | -14% | -1% | -2% | -13 | -2 | -2%
O=C(COc1ncnc2c(Cl)cc(Cl)cc12)N1CCN(S(=O)(=O)c2ccccc2)CC1
→ 7% | -2% | 9% | 3 | -5% | 11% | 9% | 8% | -12 | 0 | -1%
COCc1cc(C)n(CC(=O)OC)c(=O)c1C#N
→ -7% | -3% | -2% | -1 | 0% | 2% | -12% | 6% | 8 | 8 | 5%
COCCNc1nc2c(c(=O)n(Cc3cccc(Cl)c3)c(=O)n2C)n1C
→ -6% | 3% | -6% | 2 | 0% | 0% | 1%[1.84 µM] | -5% | 39[activator] | 7 | 5%&0%
CCOC(=O)Cc1c(C)c2c(O)cc(O)cc2oc1=O
→ -13% | 20% | -3% | 2 | -12% | · | 0% | -6% | 2 | -1 | 3%
Cc1ccc(CN2CCN(Cc3cccc4c3OCO4)CC2CCO)cc1 (stereo not given)
→ -1% | 3% | -6% | 3 | -3% | -6% | -2% | 0% | -5 | -6 | 1%
S=C(NNc1ccnc2cc(Cl)ccc12)Nc1ccccc1Cl
→ ? | -1% | -9% | -4 | -4% | -4% | -18% | -5% | 11 | 4 | -17%
